Screens deposited in PubChem by National Center for Advancing Translational Sciences (NCATS).
aSyn tox rescue = qHTS of alpha-syn Inhibitors: NCGC Sytravon Library Screen; S. cerevisiae alpha-synuclein toxicity rescue, BacTiter-Glo growth, 24 h; Potency, µM (series often up to 46.1 µM), inactives show at the top dose growth rescue (activation), usual class: activators; actives 0.02% (n = 94,000); AID 1347070, 2019; active = well fitted activation curve with a large enough effect; inconclusive = small, poorly fitted or top-dose-only effect; also: 0% is about no effect
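Growth restoration measured by BacTiter-Glo luminescence after 24 hr at 30 deg C; alpha-synuclein yeast, raffinose-pregrown to mid-log, were added at OD600=0.02 in galactose medium onto pinned compounds.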
An asterisk follows results filed as active. Potency is read from the fitted curve at half-maximal effect. Only part of the results is shown; count on the stated rates, not on these rows.

`CC(=O)N1CCCc2cc(S(=O)(=O)N(C)CC(=O)Nc3ccc(F)cc3Cl)ccc21` gave aSyn tox rescue 2.7%.
CCOCCCNC(=O)c1[nH]c2cc(OC)ccc2c1Sc1ccccc1 was read as aSyn tox rescue 1.1%.
`O=C(NCc1ccc(Cl)cc1)C(=O)NCC(c1cccs1)S(=O)(=O)c1ccc(Cl)cc1` (stereo not given) gave aSyn tox rescue -2.0%.
Screening CC(C)(Oc1ccc(Cl)cc1)C(=O)Nc1ccc(-c2nc3ncccc3o2)cc1 returned aSyn tox rescue -4.9%.
Screening COCCCn1cc(C(=O)c2cc(OC)ccc2OCC(=O)N2CCCCC2C)cc(C#N)c1=O (stereo not given) returned aSyn tox rescue 5.1%.
For O=C(N/N=C/c1c(O)ccc2ccccc12)C(=O)N1CCCC1 the results were aSyn tox rescue inconclusive.
For COc1cc(OC)c(C2CC(=O)Nc3ccc4ccccc4c32)cc1OC (stereo not given) the results were aSyn tox rescue 3.0%.
O=C(c1cc(-c2ccc3c(c2)OCO3)on1)N1CCCCC1 was read as aSyn tox rescue -1.9%.
For COC(=O)c1c(NC(=O)Cc2coc3ccc(C)cc23)sc2c1CCC2 the results were aSyn tox rescue 19.8%.
For CCn1c(N)[n+](CC(=O)Nc2ccc(SC(F)F)cc2)c2ccccc21 the results were aSyn tox rescue 4.4%.
Screening CCCCN1C(=O)C(O)(CC(=O)c2ccc(C)cc2C)c2cc(Br)ccc21 (stereo not given) returned aSyn tox rescue inconclusive.
Screening CCCCNC(=O)CCCCCn1c(=O)[nH]c2ccccc2c1=O returned aSyn tox rescue -5.8%.
CCNC(=S)NNC(=O)Cn1c(=O)c2c(ncn2CCOC)n(Cc2ccccc2)c1=O was read as aSyn tox rescue -1.7%.
For Cc1nn(C)c(Cl)c1/C=C/C(=O)O the results were aSyn tox rescue -11.8%.
`Oc1ccc(NC(=S)Nc2ccccc2)cc1` gave aSyn tox rescue 4.0%.
`O=C1NC2=C(C(=O)OC2)C(c2ccc(OC(F)(F)F)cc2)N1` (stereo not given) gave aSyn tox rescue -6.6%.
`CCC(C)(C)NC(=O)C(c1sccc1C)N(Cc1ccco1)C(=O)c1csnn1` (stereo not given) gave aSyn tox rescue 2.0%.
For CN(C)c1ccc(-c2nc(-c3cccs3)c(-c3cccs3)[nH]2)cc1 the results were aSyn tox rescue -9.2%.
`CCC(=O)Oc1c(Sc2ccc(C)cc2)c(C)nn1-c1ccccc1` gave aSyn tox rescue -28.9%.
CN1CCN(Cc2c(O)ccc3cc(-c4ccccc4)c(=O)oc23)CC1 was read as aSyn tox rescue -6.0%.

An excerpt from above in order of length of the SMILES, rising:
O=C(c1cc(-c2ccc3c(c2)OCO3)on1)N1CCCCC1 was read as aSyn tox rescue -1.9%.
For CN(C)c1ccc(-c2nc(-c3cccs3)c(-c3cccs3)[nH]2)cc1 the results were aSyn tox rescue -9.2%.
Screening COCCCn1cc(C(=O)c2cc(OC)ccc2OCC(=O)N2CCCCC2C)cc(C#N)c1=O (stereo not given) returned aSyn tox rescue 5.1%.

Quoted at random: 5 compounds from above.
For COc1cc(OC)c(C2CC(=O)Nc3ccc4ccccc4c32)cc1OC (stereo not given) the results were aSyn tox rescue 3.0%.
`O=C1NC2=C(C(=O)OC2)C(c2ccc(OC(F)(F)F)cc2)N1` (stereo not given) gave aSyn tox rescue -6.6%.
`O=C(NCc1ccc(Cl)cc1)C(=O)NCC(c1cccs1)S(=O)(=O)c1ccc(Cl)cc1` (stereo not given) gave aSyn tox rescue -2.0%.
For COC(=O)c1c(NC(=O)Cc2coc3ccc(C)cc23)sc2c1CCC2 the results were aSyn tox rescue 19.8%.
For Cc1nn(C)c(Cl)c1/C=C/C(=O)O the results were aSyn tox rescue -11.8%.

The main list resumes, starting 2 compounds before the break.
`CCC(=O)Oc1c(Sc2ccc(C)cc2)c(C)nn1-c1ccccc1` gave aSyn tox rescue -28.9%.
CN1CCN(Cc2c(O)ccc3cc(-c4ccccc4)c(=O)oc23)CC1 was read as aSyn tox rescue -6.0%.
O=c1oc2ccccc2c(Nc2ccccc2O)c1[N+](=O)[O-] was read as aSyn tox rescue -11.3%.
`COc1ccc(-n2nc(C(=O)NCC(=O)N3CCN(c4ccccc4)CC3)c3ccccc3c2=O)c(OC)c1` gave aSyn tox rescue 2.9%.
For O=C(CSc1nc2ccccc2nc1Cc1ccccc1F)Nc1cccc(C(F)(F)F)c1 the results were aSyn tox rescue 3.6%.
For Cc1ccc(S(=O)(=O)c2cn(CC(=O)Nc3ccc4c(c3)OCO4)c3ccccc3c2=O)cc1 the results were aSyn tox rescue 2.9%.
Screening O=S(=O)(NCCS(=O)(=O)N1CCN(c2cccc(Cl)c2)CC1)c1ccc(F)cc1 returned aSyn tox rescue -5.0%.
CCS(=O)(=O)c1nc(S(=O)(=O)c2ccc(C)cc2)c(N2CCCCCC2)s1 was read as aSyn tox rescue 5.3%.
For COc1ccc(-c2cc(C(=O)N3CCCCCC3)c3ccccc3n2)cc1OC the results were aSyn tox rescue 6.5%.
Screening O=S(=O)(c1ccc(F)cc1)N(Cc1nc(-c2ccc(Cl)cc2)no1)C1CCCCC1 returned aSyn tox rescue 3.4%.
COc1ccc(NC(=O)Cn2nc3c(cc2=O)CCCC3)cc1Cl was read as aSyn tox rescue -2.4%.
Screening COc1ccc(CCNC(=O)c2ccc(Cn3c(=O)c4cccn4c4cccnc43)cc2)cc1OC returned aSyn tox rescue 4.0%.
Screening CCOc1ccc(NC(=O)N(C(C)C)C2CCN(C(C)=O)CC2)cc1 returned aSyn tox rescue 2.1%.
Screening CC(=O)NNc1ncnc2c1cnn2-c1ccccc1 returned aSyn tox rescue 1.6%.
Screening COc1ccc(C(=O)N2CCN(c3cccc(C)c3C)CC2)cc1S(=O)(=O)NC1CC1 returned aSyn tox rescue -1.5%.
For CCOc1ccc(-c2cc3cc(OC)c(OC)cc3c(C)n2)cc1 the results were aSyn tox rescue -4.8%.
Screening Cc1ccc(NS(=O)(=O)c2ccc(-c3cc(C)no3)cc2)c(C)c1 returned aSyn tox rescue inconclusive.
Screening Cc1ccc(Cl)cc1N1CCN(C(=O)c2cnn(C)c2C2CCN(C(=O)OC(C)(C)C)CC2)CC1 returned aSyn tox rescue inconclusive.
Screening COC(=O)c1cccc(NC(=O)c2cccc(-n3cnnn3)c2)c1 returned aSyn tox rescue -7.6%.
O=C(COc1ccc2ccccc2c1)NNC(=O)c1ccc([N+](=O)[O-])cc1 was read as aSyn tox rescue 7.7%.
Screening CCc1nnc2c(Nc3cccc(F)c3)nc3ccc(C(=O)c4ccccc4)cc3n12 returned aSyn tox rescue -5.4%.
`CCOc1ccc(CCNC(=O)CCCc2nnc3n(CC)c(=O)c4sccc4n23)cc1` gave aSyn tox rescue 1.2%.
For CCOCCCNc1nc2nc3ccc(C)cn3c(=O)c2cc1C(=O)NCC1CCCO1 (stereo not given) the results were aSyn tox rescue -5.8%.
`COc1ccc(C(=O)Nc2sc(C)c(C)c2CN2CCOCC2)cc1` gave aSyn tox rescue -4.2%.
Oc1ccc(Nc2ccnc3cc(Cl)ccc23)cc1 was read as aSyn tox rescue -2.1%.
For Cc1cc(C)c(OCC(=O)OCC(=O)NCC2CCCCC2)c(C)c1 the results were aSyn tox rescue -7.2%.
`O=C(Cc1ccccc1)NCCS(=O)(=O)N1CCN(c2cccc(Cl)c2)CC1` gave aSyn tox rescue -10.2%.
Cc1ccc(NS(=O)(=O)c2cc(C(=O)N(C)C)ccc2C)cc1C was read as aSyn tox rescue -3.5%.
Cc1cnc(CN(C)C(=O)C2CCC(=O)N(CCc3ccc(Cl)cc3)C2)[nH]1 (stereo not given) was read as aSyn tox rescue -5.6%.
`COCc1cc(C)nc2sc(C(=O)Nc3ccccc3O)c(N)c12` gave aSyn tox rescue 7.0%.
Screening CCOC(=O)C1(C)NC(c2cccs2)C2C(=O)N(c3ccc(OC)cc3)C(=O)C21 (stereo not given) returned aSyn tox rescue -1.0%.
`CC(C)COc1ccc(C(=O)Nc2nnc(S(=O)(=O)N(C)Cc3ccco3)s2)cc1` gave aSyn tox rescue 1.7%.
`Cc1ccc(-c2onc3ccc(Br)cc23)cc1` gave aSyn tox rescue -12.7%.
CCCCOC(=O)c1ccc(Nc2nc3ccccc3c3nnc(C)n23)cc1 was read as aSyn tox rescue -9.3%.
CC(=O)Nc1ccc(S(=O)(=O)NCCC(=O)OCc2nnc(-c3ccccc3)o2)cc1 was read as aSyn tox rescue 3.4%.
O=C(CSc1nnc2ncccn12)Nc1cccc2ccccc12 was read as aSyn tox rescue 0.8%.
For COc1ccc(S(=O)(=O)N2CCC(C(=O)Nc3ccc(S(=O)(=O)N4CCCC4)cc3)CC2)cc1OC the results were aSyn tox rescue -8.1%.
Screening CCc1c(O)nc(SCC(=O)Nc2ccccc2)n(-c2ccccc2C)c1=O returned aSyn tox rescue -0.8%.
OCCCc1nc2ccccc2n1CCCCOc1ccccc1 was read as aSyn tox rescue 8.7%.
For Cc1ccc(NC(=O)CCCn2nc(C)c3c(C)n(-c4ccccc4)nc3c2=O)cc1Cl the results were aSyn tox rescue -11.0%.
Screening Cc1ccc(Cn2c(SCc3ccc(C(=O)NC4CCCCC4)cc3)nc3ccncc32)cc1 returned aSyn tox rescue -7.6%.
`Cc1ccc(NC(=O)C2CCCN2S(=O)(=O)c2cccc3cccnc23)cc1` (stereo not given) gave aSyn tox rescue 8.1%.
For CSc1nc(Nc2ccc(F)cc2)cc(-c2ccccc2)n1 the results were aSyn tox rescue -4.7%.
Screening Cc1ccc(C(=O)Nc2ccc(NC(=O)c3ccco3)c(C)c2)cc1 returned aSyn tox rescue -1.3%.
For CSC1=NC(C)(C)C=C(/C=C/c2ccc(Cl)cc2Cl)N1 the results were aSyn tox rescue 2.2%.
`COc1ccc(S(=O)(=O)N2CCOCC2)cc1NC(=O)COc1ccc(C(C)=O)cc1OC` gave aSyn tox rescue 4.0%.
Screening COc1ccc(OC)c(NC(=O)c2cc(=O)c3c(C)cc(C)cc3o2)c1 returned aSyn tox rescue 1.4%.
`CCOc1ccc2nc(SCC(=O)Nc3cc(C)on3)c(C)cc2c1` gave aSyn tox rescue 2.4%.
For Cc1ccc(/C=C/C(=O)c2ccccc(=O)c2O)cc1C the results were aSyn tox rescue -7.7%.
c1ccc(N2CCN(Cc3cccn3-c3nnc(N4CCN(C5CCCCC5)CC4)s3)CC2)cc1 was read as aSyn tox rescue 3.8%.
COc1ccc(NC(=O)c2ccc(NC(=O)CN3CCN(c4ccccc4O)CC3)cc2)cc1 was read as aSyn tox rescue -6.8%.
`CC(C)CC(=O)Nc1nnc2n1CCS2` gave aSyn tox rescue -6.2%.
`COc1cc(C(=O)OCC(=O)NC2CCS(=O)(=O)C2)c([N+](=O)[O-])cc1OC` (stereo not given) gave aSyn tox rescue -5.7%.
For NC(=O)c1ccccc1OCc1nnc(-c2ccccc2Br)o1 the results were aSyn tox rescue -4.6%.
`CCc1ccc(NC(=O)C(=O)NCCc2sc3nc(-c4ccc(OC)cc4)nn3c2C)cc1` gave aSyn tox rescue -2.5%.
Screening Cc1ccc(-c2noc(-c3ccno3)n2)cc1 returned aSyn tox rescue -5.8%.
`Nc1c(C(=O)Nc2ccc(Cl)c(C(F)(F)F)c2)sc2nc(-c3ccncc3)ccc12` gave aSyn tox rescue -8.6%.
Screening O=C(c1cccn2c(=O)c3cc(Cl)ccc3nc12)N1CCN(c2ccccc2F)CC1 returned aSyn tox rescue 8.5%.
`O=C(CSc1nccn1Cc1ccccc1)NC1CCCC1` gave aSyn tox rescue -4.5%.
`Cc1nn(C)c(C)c1S(=O)(=O)N(CC(=O)NCCc1ccc(Cl)cc1)c1ccc(C(C)C)cc1` gave aSyn tox rescue -14.0%.
For O=C(Nc1ccc(F)cc1F)C1CCN(C(=O)c2cnn(-c3ccccc3)c2-n2cccc2)CC1 the results were aSyn tox rescue 0.0%.
For CC(C)N(Cc1ccccc1)C(=O)COC(=O)c1ccccc1SCC(=O)N1CCCC1 the results were aSyn tox rescue -1.9%.
Screening COc1ccc(NC(=O)c2c(NCc3sccc3C)sc3c2CCCC3)c(OC)c1 returned aSyn tox rescue 10.4%.
Screening CCn1nnc2cc(C(=O)O)ccc21 returned aSyn tox rescue -1.7%.
Screening COc1ccc(CNC(=O)C/C(C)=N/NC(=O)c2ccc(OC)cc2OC)cc1 returned aSyn tox rescue -12.6%.
Screening COc1ccc(/C=C2\SC(=S)N(CCC(=O)Nc3ccccc3C(=O)O)C2=O)cc1 returned aSyn tox rescue 3.8%.
For Cc1ccc(O)c(-c2cc(C(=O)Nc3ccc(S(=O)(=O)Nc4nccc(C)n4)cc3)[nH]n2)c1 the results were aSyn tox rescue 3.5%.
Cc1cccc(C(=O)Nc2ccc(N3CCC(CCN4CCOCC4)CC3)c(C(=O)O)c2)c1 was read as aSyn tox rescue 24.4%.
`O=C(C1Cc2ccccc2CN1C(=O)c1ccccc1)N1CCN(c2ccccc2)CC1` (stereo not given) gave aSyn tox rescue 11.3%.
For Cn1c(C(=O)N2CCC(C(=O)N3CCOCC3)CC2)cc2sccc21 the results were aSyn tox rescue -6.6%.
`C/C(=N\NC(=O)CCc1ccccc1)c1ccc(Br)cc1` gave aSyn tox rescue -2.7%.
CCOC(=O)C1(C)C=C(Nc2ccc(Br)cc2)C(=O)N1c1ccccc1 (stereo not given) was read as aSyn tox rescue 0.7%.
`CCN1CCc2c(sc(NC(=O)Cc3ccccc3)c2C(=O)OC)C1` gave aSyn tox rescue -2.0%.
For Cc1ccc(S(=O)(=O)Nc2ccc(-c3ccc(N4CCCCCC4)nn3)cc2)cc1C the results were aSyn tox rescue -0.2%.
`CCOCCCNC(=O)c1ccc2c(=O)n(CCc3ccccc3)c(=O)[nH]c2c1` gave aSyn tox rescue 0.3%.
COc1ccc(CNS(=O)(=O)c2ccc3c(c2)C(C)(C)C(=O)N3C)cc1OC was read as aSyn tox rescue 6.7%.
CCn1c(=O)c2cc(C(=O)N(CCN(C)C)Cc3ccccc3)sc2c2ccccc21 was read as aSyn tox rescue -3.1%.
Screening C[C@H](O)[C@@H]1C(=O)N2CCc3c([nH]c4ccccc34)[C@@H]2C[C@@H]1N(C)S(=O)(=O)c1ccccc1 returned aSyn tox rescue -1.1%.
`O=C(NCc1cccs1)c1ccc(Cl)c(S(=O)(=O)N2CCOCC2)c1` gave aSyn tox rescue 6.3%.
